Assay outcomes as filed in PubChem.
Rat MKP-3 inhibitors = MKP-3 phosphatase inhibitors, primary screen, biochemical, rat enzyme, in vitro (AID 425). recombinant MKP-3 phosphatase activity, fluorescence; higher % means a stronger effect. one-dose inhibition, % at 20 µM; IC50 in µM for titrated hits. 0.17% of 110,000 active; in the data active = inhibition above about 50%;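 also: plate controls were vehicle for no effect and reference inhibitor for full effect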
Hsp70 displacement = Hsp70 inhibitors, probe displacement, primary screen, biochemical, fluorescence polarization (AID 583); Hsp70 fluorescence polarization probe displacement, mP; higher % means a stronger effect; displacement, % at 20 µM; hits with a dose series show IC50 in µM; 0.06% of 140,000 active; in the data active = displacement above about 50%;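 also: plate controls were vehicle for no effect and reference ligand for full effect; a part of the inactive calls stands beside numbers as strong as those of hits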
Numbers without * were called inactive; . = not tested or not shown; & = joins results of further samples. An excerpt, so the mix of outcomes need not match the whole.

Start of the data: the first 6 entries (preview)
SMILES | Rat MKP-3 inhibitors | Hsp70 displacement
O=C(NCCOCc1ccccc1)C(c1ccccc1)c1ccccc1 | -1.3% | 3.7%
O=C(Cc1cccs1)Nc1nnc(SCC(=O)N2CCCCC2)s1 | -2.5% | 5.8%
O=C(c1ccccc1S(=O)(=O)NCc1ccccc1)N1CCCCC1 | -5.1% | 1.5%
COc1ccc(C2C(C(=O)OC(C)C)=C(C)N=c3s/c(=C\c4ccc(Br)o4)c(=O)n32)cc1 (configuration not stated) | -0.9% | -8.4%
CSCCC(NS(=O)(=O)c1ccc(Cl)cc1)C(=O)OCC(=O)N1CCOCC1 (configuration not stated) | -23.1% | 1.9%
CCN(CC)CCCN(C(C)=O)c1nc(-c2cc(OC)ccc2OC)cs1 | -3.4% | 1.7%

All compounds of this part, repeating the preview:
SMILES | Rat MKP-3 inhibitors | Hsp70 displacement
O=C(NCCOCc1ccccc1)C(c1ccccc1)c1ccccc1 | -1.3% | 3.7%
O=C(Cc1cccs1)Nc1nnc(SCC(=O)N2CCCCC2)s1 | -2.5% | 5.8%
O=C(c1ccccc1S(=O)(=O)NCc1ccccc1)N1CCCCC1 | -5.1% | 1.5%
COc1ccc(C2C(C(=O)OC(C)C)=C(C)N=c3s/c(=C\c4ccc(Br)o4)c(=O)n32)cc1 (configuration not stated) | -0.9% | -8.4%
CSCCC(NS(=O)(=O)c1ccc(Cl)cc1)C(=O)OCC(=O)N1CCOCC1 (configuration not stated) | -23.1% | 1.9%
CCN(CC)CCCN(C(C)=O)c1nc(-c2cc(OC)ccc2OC)cs1 | -3.4% | 1.7%
COc1ccc(-c2nnc3sc(-c4ccco4)nn23)cc1OC | -8.6% | -0.9%
O=C(CCn1nc(-c2ccc(Cl)cc2)c2ccccc2c1=O)NCCN1CCOCC1 | . | -3.6%
Cc1ccc2c(Cl)c(C(=O)Nc3cc(C)on3)sc2c1 | . | -0.1%
Cn1ncc(Br)c1C(=O)OCC(=O)Nc1nc(-c2ccccc2)cs1 | . | 2.8%
CCC(Sc1nnnn1-c1ccccc1)C(=O)NC(C)c1ccccc1 (configuration not stated) | 0.9% | 3.2%
Cc1cccc(OCc2nnc(SCc3cc(=O)n4cc(Br)ccc4n3)o2)c1 | -11.0% | -2.5%
COc1ccc(-c2noc(-c3ccccc3F)n2)cc1 | -0.1% | -2.8%
O=C(CN1CCC(n2nnc3cc(F)ccc32)CC1)NCCc1ccccc1 | . | 4.5%
CCOC(=O)c1ccc(N2Cc3ccccc3C2)cc1O | -0.5% | -4.1%
O=C(COc1cccc(Cl)c1)N/N=C\c1cccnc1 | 0.4% | -1.1%
CCC(Sc1nnnn1-c1ccccc1)C(=O)Nc1nc2ccccc2s1 (configuration not stated) | -12.9% | -5.3%
Cc1cccc(N(CC(=O)O)S(C)(=O)=O)c1 | 6.4% | -1.4%
C=CCNC(=O)C(=O)NCCc1ccc(F)cc1 | 2.0% | -4.4%
Cc1ccccc1CN1CCCNC1=O | 3.2% | 5.3%
O=C(N=Nc1c(O)[nH]c2ccccc12)c1cc(-c2ccc(Br)cc2)nc2ccccc12 | 20.9% | 4.1%
CS(=O)(=O)N(CC(=O)N1CCCCC1)c1ccc(Cl)c(C(F)(F)F)c1 | . | 0.3%
CCOC(=O)C1NN=C(C(=O)c2ccccc2)C1c1ccc(Cl)cc1 (configuration not stated) | 3.1% | -5.8%
Cc1ccc2c(c1)c(C)c(C)n2CC(O)Cn1nc(C)c(Br)c1C (configuration not stated) | . | 10.0%
Cc1oc2c(C)c3oc(=O)c4c(c3cc2c1C)CCC4 | -2.0% | -1.7%
CCCN1/C(=C(/C#N)C2=NS(=O)(=O)c3ccccc32)N(C)c2ccccc21 | -12.4% | 7.2%
Cc1nc(NS(=O)(=O)c2ccccc2C)c2c3c(sc2n1)CCC3 | . | 0.7%
CCCCCCSc1nsc(N)n1 | . | 1.8%
CCc1cc2c(=O)c(-c3nc4ccccc4n3C)c(C)oc2c(CN(CC)CC)c1O | . | -1.3%
O=C(c1cccc(F)c1)N1C2C=CC(C2)C1(C(F)(F)F)C(F)(F)F (configuration not stated) | 0.4% | -0.7%
CCOc1ccccc1/C=C1/C(=O)NN(c2ccc(C)c(Cl)c2)C1=O | 0.1% | 0.4%
Cc1ccc2c(c1)[C@@H]1CN(C)CC[C@@H]1N2S(=O)(=O)c1ccc([N+](=O)[O-])cc1 | . | 0.7%
CCOc1ccc(Cc2c(C)nc3c(C)cccc3c2Cl)cc1 | 0.4% | -2.9%
CCOc1cc(C(N)=O)cc(OCC)c1OCC | -17.5% | 2.2%
O=C(Nc1ccc(Cl)cc1)N(Cc1cccs1)Cc1cccs1 | 0.1%&-13.5% | 6.1%&1.5%
COc1ccc(C(=O)Nc2ccc(N3CCOCC3)cc2)cc1 | -0.4% | -0.3%
O=C(N/N=C/c1cccs1)C1CC(=O)N(c2ccccc2)C1 (configuration not stated) | 2.5% | 2.7%
CS(=O)(=O)N(CC(=O)N1CCN(Cc2ccc3c(c2)OCO3)CC1)Cc1ccc(Cl)cc1 | . | -1.2%
COc1ccccc1CNC(=O)COc1ccc(C)cc1Br | 0.8% | 4.2%
COc1ccccc1N/C=C/C(=O)c1ccc(Cl)cc1 | 4.3% | 2.3%
O=C(O)CSc1nnc(CNc2ccc(Cl)cc2)n1Cc1ccccc1 | -9.2% | 2.9%
CCCCSc1nc2c(cnn2-c2ccc(C)c(C)c2)c(=O)[nH]1 | -6.7% | -2.8%
COc1ccc(-n2c(CNC(=O)c3cc(OC)c(OC)c(OC)c3)n[nH]c2=S)cc1 | 1.1% | .
Cc1nonc1NC(=O)OC1CCCCC1 | 12.7% | .
O=C(CC1OC(=O)c2ccccc21)c1ccco1 (configuration not stated) | -9.0% | 0.5%
COc1cc2c(cc1NC(=O)c1cccnc1)CCCC2 | -7.5% | -2.1%
C/C(CC(=O)NCCc1ccccc1)=N\NC(=O)C12CC3CC(CC(C3)C1)C2 | 0.2% | -2.9%
CN1CCN(C(=O)c2cccc(F)c2)CC1 | -2.2% | 5.7%
O=C1NC(=O)N(c2cccc(Cl)c2)C(=O)/C1=C/c1ccc(O)c(Cl)c1 | -1.6% | -3.6%
CCOc1ccc(C(=O)Nc2cccc(C(F)(F)F)c2)cc1Cl | 3.1% | -1.3%
C=C(C)C1CC=C(CN2CCC(O)CC2)CC1 (configuration not stated) | . | 2.8%
Cc1cc2nc(-c3cccc(NC(=O)c4ccc(C)c([N+](=O)[O-])c4)c3)oc2cc1C | 1.6% | -8.8%
COc1ccc2nc(NC(=O)c3cccc(OCc4c(C)noc4C)c3)sc2c1 | 4.4% | 2.4%
CCOc1ccc(OCCOCCN2CCOCC2)cc1 | . | -1.4%
O=c1cc(CN2CCN(c3ccc(F)cc3)CC2)c2cc3c(cc2o1)CCCC3 | . | -2.4%
COc1ccc(C(=O)CSc2nc(C)cc(=O)[nH]2)cc1 | 0.2%&2.9% | 0.8%&2.8%
COc1ccc(NC(=O)Nc2cccc(C(=O)N3CCOCC3)c2)cc1OC | 4.7% | 5.1%
Cc1sc2nc(SCC(=O)NCc3ccco3)[nH]c(=O)c2c1C | -9.8%&1.6% | 2.5%&1.2%
CCOC(=O)Cc1csc(NC(=O)CCN2C(=O)c3ccccc3C2=O)n1 | 1.4% | -3.1%
O=C(/C=C/c1ccc2ncccc2c1)c1c(-c2ccccc2)c2cc([N+](=O)[O-])ccc2[nH]c1=O | -8.2% | 1.3%

(more compounds)
SMILES | Rat MKP-3 inhibitors | Hsp70 displacement
O=C(CSc1nnc(-c2ccncc2)n1-c1ccccc1)c1ccc(NS(=O)(=O)c2ccccc2)cc1 | 2.7% | 2.5%
CCCCC(=O)Nc1ccc2c(c1)nc1n2CCSC1 | -5.2% | 0.0%
COc1ccc(/C=C2/N=C(c3cccc(C)c3)N(c3ccc(O)cc3)C2=O)cc1OC | 2.3% | 0.3%
O=C(Cn1cnc2c(cnn2-c2ccc(F)cc2)c1=O)N1CCCc2ccccc21 | -8.9% | -1.3%
CC1(C)CCCC2=C1CC(C(=O)O)C(C(=O)O)C2 (configuration not stated) | -2.0% | 2.4%
Cc1ccc(C(=O)NCc2cccs2)cc1S(=O)(=O)N1CCCCC1 | 0.7% | 0.3%
Cc1nnc(SCC(=O)OC2CC(C)CCC2C(C)C)[nH]c1=O (configuration not stated) | . | -5.2%
COc1ccc(NC(=O)CSc2nnc(-c3ccccc3C)n2N)cc1OC | 5.5% | -3.6%
O=C(Nc1nnc(C23CC4CC(CC(C4)C2)C3)s1)c1ccco1 | . | -5.4%
COc1ccc(-c2ccc(C3C(C#N)=C(N)Oc4n[nH]c(C)c43)o2)cc1 (configuration not stated) | . | -4.3%
O=C(CCCn1c(=O)[nH]c2ccccc2c1=O)NC1CCCCCC1 | -8.4% | 2.3%
O=C(NCc1cccs1)C1CCC(CNS(=O)(=O)c2cccs2)CC1 (configuration not stated) | -4.4% | .
CS(=O)(=O)N1CCN(c2ccc(NC(=O)c3ccc(-c4ccc(Cl)cc4)o3)cc2)CC1 | . | -0.8%
CCCCOC(=O)C1Cc2ccccc2C(=O)O1 (configuration not stated) | -8.4% | .
CCN1C(=O)C2C(c3ccccc3F)NC(Cc3ccc(O)cc3)(C(=O)OC)C2C1=O (configuration not stated) | 4.2% | -1.7%
CC(=O)Nc1ccc(S(=O)(=O)Nc2ccc(N(C)C(C)=O)cc2)cc1 | -0.7% | -3.3%
COCCNC(=O)C(=O)Nc1ccc(C)cc1 | -5.9% | 3.7%
N#Cc1ccc(-c2ccco2)nc1SCC(=O)c1ccc(Cl)cc1 | -4.9% | -8.5%
COc1cc(/C=C2/C=C(c3ccc(C(C)(C)C)cc3)OC2=O)c([N+](=O)[O-])cc1OC | 4.5% | -7.7%
CN(C)CCN(Cc1ccccc1)c1nccc(N(C)C)c1C#N | . | 3.2%
COc1ccccc1-c1nc(C#N)c(N2CCN(C(c3ccccc3)c3ccccc3)CC2)o1 | -1.4% | 4.6%
COc1ccc(C(c2c(C)[nH]n(C(N)=S)c2=O)C(C#N)C#N)cc1 (configuration not stated) | . | 7.3%
COc1cccc(C(=O)OCc2ccccc2C#N)c1O | -7.5% | 9.6%
C#CCSc1nc(C)cc(C)c1C#N | 4.8% | 1.4%
CCOc1ccc2nnnn2n1 | -0.4% | -3.1%
COc1cccc(C(C(=O)NC2CCCC2)N(Cc2ccccc2OC)C(=O)c2ccco2)c1 (configuration not stated) | . | -2.6%
O=c1c2c3c(sc2ncn1/N=C/c1ccco1)CCCC3 | -5.0%&0.3% | 2.3%&2.0%
CN(C(=O)c1cccc(C#N)c1)c1nnc(-c2ccccn2)s1 | -15.3% | 3.1%
Oc1ccc(/C=N/Nc2ncc(Br)cn2)c(O)c1 | 0.9% | -2.0%
c1ccc2cc(OCCN3CCCC3)ccc2c1 | -19.9% | 0.2%
Cc1ccc(C)c(Nc2nc3c(s2)CCCC3)c1 | -4.0% | 3.3%
O=CN1CCN(C2CC(=O)N(c3ccc4c(c3)OCO4)C2=O)CC1 (configuration not stated) | -17.6% | 3.2%
O=C(NCc1ccc(F)cc1)C1CCCN(S(=O)(=O)c2cccnc2)C1 (configuration not stated) | -0.7% | -1.7%
C[C@@H]1C[C@H](Nc2ccccc2)c2ccccc2N1C(=O)c1cccnc1 | 10.2% | 6.1%
Cc1nc(SCC(=O)NC2CCCCC2)n[nH]1 | 4.1% | -0.5%
CCOC(=O)C1=C(SCC)c2cc3c(n2C1=O)CCCC3 | . | 3.8%

A different layout for 5 compounds above:
Rat MKP-3 inhibitors	Hsp70 displacement	SMILES
4.1%	-0.5%	Cc1nc(SCC(=O)NC2CCCCC2)n[nH]1
-0.4%	-3.1%	CCOc1ccc2nnnn2n1
-4.0%	3.3%	Cc1ccc(C)c(Nc2nc3c(s2)CCCC3)c1
-17.6%	3.2%	O=CN1CCN(C2CC(=O)N(c3ccc4c(c3)OCO4)C2=O)CC1 (configuration not stated)
10.2%	6.1%	C[C@@H]1C[C@H](Nc2ccccc2)c2ccccc2N1C(=O)c1cccnc1

More compounds:
SMILES | Rat MKP-3 inhibitors | Hsp70 displacement
Cc1cc(C(=O)CSc2nncs2)c(C)n1-c1ccc2c(c1)OCO2 | -2.0% | 1.9%
CCOC(=O)C(=CNc1ccc2c(c1)OCCO2)C(=O)OCC | 4.0% | 1.3%
CCOc1ccc(CC(=O)NNC(=S)Nc2ccccc2)cc1Br | . | -2.9%
CN(Cc1ccccc1)C(=O)CN(Cc1ccccc1)S(C)(=O)=O | . | 3.2%
CC(C)Cn1c2ccccc2c2cc(C(=O)O)ccc21 | . | -3.5%
CCOC(=O)c1[nH]c(C)c(C(=O)Nc2ccc(C)c(F)c2)c1C | -1.5% | -2.3%
O=C(CSc1nc2ccccc2[nH]1)N/N=C/c1c(F)cccc1Cl | 4.0% | 4.8%
CN(C)CCNc1oc(-c2ccccc2F)nc1C#N | -0.4% | 3.1%
O=C(Cn1cc(C(=O)c2cccs2)c2ccccc21)NC1CCCCC1 | . | 0.3%
CCOc1ccc(C(C2=C(O)CC(C)(C)CC2=O)C2C(=O)CC(C)(C)CC2=O)cc1 (configuration not stated) | 5.0% | 1.5%
COc1ccc(C(=O)Nc2ccc(Br)c(C)c2)cc1OC | -0.3% | -1.8%
CN1CCNC(=O)C1CC(=O)O (configuration not stated) | -2.5% | -0.5%
Cc1cccc(-n2c(SCc3cc(=O)n4c(C)cccc4n3)nc3[nH]ncc3c2=O)c1 | . | 8.8%
Cc1nnc(Nc2ccc3c(c2)ncn3-c2ccccc2)c2ccccc12 | -7.7% | -0.9%
O=C(Oc1ccc(Br)cc1)c1cncc(Br)c1 | . | -1.6%
CSc1nsc(SC)c1NC(=O)OCCc1ccccn1 | -13.3%&1.0% | -0.6%&0.5%
Nn1cc(-c2ccccc2)nc1SCC(=O)NC1CCS(=O)(=O)C1 (configuration not stated) | -0.6% | 0.5%
CCCc1cc(C(=O)O)c2ccccc2n1 | . | 3.3%
C=CCN1C(=O)/C(=C\c2ccc(CC)cc2)C(=O)NC1=S | 2.3% | -1.6%
